From PubChem
CCR6 antag – antagonists of human CCR6 receptor; P51684; 0.49% of 340,000 active; inhibition, % at 20 µM; CHO-K1 CCR6 PathHunter beta-arrestin, luminescence, CCL20-stimulated;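 active = compounds whose inhibition of the agonist-driven luminescence signal at 20 µM reaches about 50%, limit read from the data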;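 note: cells stimulated with CCL20 at 14 nM final; plate controls were DMSO with CCL20 for no effect and DMSO without agonist for full effect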
Gli-Sufu block – antagonists of Gli-Sufu signaling | Sufu-KO-LIGHT fibroblasts, Gli luciferase reporter luminescence | 0.74% of 340,000 active | inhibition, % at 5 µM | AID 588413;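 active = inhibition above about 55%, limit read from the data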;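 note: 0% = DMSO-treated cells and 100% = wells with medium but no cells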
SENP8 inh – inhibitors of human SENP8 protease; Q96LD8; purified SENP8, Z-RLRGG-aminoluciferin cleavage, luminescence; inhibition, % at 10 µM; 1.2% of 330,000 active; AID 2540
Target sequence (Q96LD8 whole entry, looked up): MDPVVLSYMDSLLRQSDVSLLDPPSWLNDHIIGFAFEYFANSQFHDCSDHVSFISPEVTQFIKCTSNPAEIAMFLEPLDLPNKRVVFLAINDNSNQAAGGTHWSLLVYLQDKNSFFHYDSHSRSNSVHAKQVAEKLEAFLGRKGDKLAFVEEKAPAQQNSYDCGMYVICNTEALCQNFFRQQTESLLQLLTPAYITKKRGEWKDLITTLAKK
UBC13 polyUb – blocks human UBC13 polyubiquitin chain formation; inhibition, % at 20 µM; AID 485273; TR-FRET; P61088; 0.47% of 330,000 active; in the data active = inhibition above about 45%, passing the limit was not always enough
Target sequence (P61088 whole entry, looked up): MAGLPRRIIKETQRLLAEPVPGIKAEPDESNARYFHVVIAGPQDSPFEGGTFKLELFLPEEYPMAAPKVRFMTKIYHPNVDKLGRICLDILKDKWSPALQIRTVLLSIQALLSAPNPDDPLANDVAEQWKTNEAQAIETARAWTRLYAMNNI
697 NFkB inh – lowers PMA/ionomycin-induced NF-kB signal in 697 B cells; 697 B-cell NF-kB luciferase reporter, 16 h; inhibition, % at 4 µM; 0.33% of 330,000 active; AID 435022; in the data active = inhibition above about 35%
Apaf-1 inh – blocks human Apaf-1 apoptosome activity; reconstituted apoptosome caspase-3 activity, DEVD-Rh110 fluorescence; inhibition, % at 20 µM; 0.71% of 330,000 active; AID 489030; active = inhibition of at least 40% at 20 µM;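 note: plate controls were DMSO wells for no effect and DEVD-CHO caspase inhibitor wells for full effect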
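Material: biochemical Apaf-1 apoptosome reconstitution. Medium: Hepes buffer, pH 7.5. Also added: cytochrome c activation, bis-DEVD rhodamine 110 substrate. Timing: 30 min compound preincubation, 50 min activation, room temperature. Measured by: rhodamine 110 fluorescence at Ex 480/Em 540 nm.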
Jurkat NFkB inh – inhibitors of the PMA/ionomycin-induced NF-kB reporter in Jurkat cells | PMA/ionomycin-induced NF-kB luciferase reporter, luminescence | inhibition, % at 4 µM | 0.53% of 330,000 active
EBI2 antag – blocks human EBI2 receptor beta-arrestin signaling. AID 651636. P32249. 0.81% of 360,000 active. EBI2 beta-arrestin recruitment, luminescence, 7a,25-OHC stimulated. inhibition, % at 5 µM; in the data active = inhibition above about 38%;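 note: enzyme fragment complementation signal reports receptor beta-arrestin coupling in cells; 0% = agonist plus DMSO wells and 100% = wells without agonist; some results beyond the cut were filed as inactive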
Target sequence (P32249 whole entry, looked up, the tested form may be a part): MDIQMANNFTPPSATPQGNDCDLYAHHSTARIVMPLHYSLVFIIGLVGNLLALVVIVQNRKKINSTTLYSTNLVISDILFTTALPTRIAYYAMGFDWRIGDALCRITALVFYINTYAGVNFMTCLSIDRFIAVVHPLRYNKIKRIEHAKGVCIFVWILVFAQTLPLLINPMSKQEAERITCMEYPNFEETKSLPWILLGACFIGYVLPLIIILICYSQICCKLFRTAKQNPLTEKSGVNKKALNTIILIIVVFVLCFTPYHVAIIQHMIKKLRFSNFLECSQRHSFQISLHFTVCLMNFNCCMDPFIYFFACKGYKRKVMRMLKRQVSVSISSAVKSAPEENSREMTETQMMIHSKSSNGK
Starred values were filed as active, the others as inactive. Cut-off read from the data, not from the text of the source, unless noted: active = inhibition above about 50%; inactive = the rest. A portion of the library; rates above refer to the full screens.

Field names – A = CCR6 antag; B = Gli-Sufu block; C = SENP8 inh; D = UBC13 polyUb; E = 697 NFkB inh; F = Apaf-1 inh; G = Jurkat NFkB inh; H = EBI2 antag
> COC(=O)c1c(C(=O)OC)c(-c2cccc(Cl)c2)n2c1CS(=O)C2 (stereo not drawn)
  A: 7; B: 50; C: 3; D: 1; E: -3; F: -8; G: -5; H: -1

> O=C(COc1cc2oc(=O)cc(-c3ccccc3)c2cc1Cl)NCc1ccccn1
  A: 21; B: 53; C: -5; D: -1; E: 2; F: 21; G: 5; H: 9

> Cc1ccc(-n2c(-c3cnccn3)n[nH]c2=S)cc1
  A: -7; B: 0; C: -5; D: -8; E: 10; F: -1; G: -1; H: -6

> CC(=O)N/N=C(/c1ccccc1)C(O)c1ccccc1 (stereo not drawn)
  A: 3; B: 2; C: -2; D: 0; E: 0; F: 1; G: -7; H: -4

> Cc1onc(-c2ccccc2)c1C(=O)N1CCCN2C(=O)c3ccccc3C21 (stereo not drawn)
  A: 6; B: 7; C: -7; D: 9; E: -7; F: -9; G: 2; H: -11

> COc1ccccc1OCCn1nnc2ccccc21
  A: 4; B: -30; C: 3; D: 3; E: -42; F: -4; G: -28; H: -1

> c1ccc(-c2csc(-n3cnnn3)n2)cc1
  A: 2; B: -24; C: 4; D: -2; E: 21; F: 12; G: -14; H: 0

> CC1(C)C2CCC1(C)C(OCC[N+](C)(C)CC(=O)OC1CCCCC1)C2 (stereo not drawn)
  A: 16; B: 79*; C: -6; D: 35; E: 2; F: -4; G: 2; H: -8

> C=CCn1c(SC2CCOC2=O)nc2sc(CC)cc2c1=O (stereo not drawn)
  A: -11; B: 0; C: -5; D: 2; E: 2; F: -1; G: -18; H: 11

> CC(C)(C)OC(=O)Nc1ccc([C@H](NC(=O)OC(C)(C)C)C(=O)OC(C)(C)C)cc1
  A: -3; B: -7; C: -4; D: -4; E: 9; F: 9; G: 4; H: 10

> COc1cc(NS(=O)(=O)c2ccc(NC(=O)C3CCCO3)cc2)nc(OC)n1 (stereo not drawn)
  A: -7; B: 1; C: 0; D: 9; E: 6; F: -11; G: 3; H: -23

> FC(F)(F)c1nnc2c3ccccc3c(Cl)nn12
  A: -5; B: 5; C: -9; D: -3; E: -3; F: 17; G: 15; H: -38

> COc1ccc(C(=O)CSc2nnc(CN3CCCCC3)n2-c2ccc(F)cc2)cc1
  A: 13; B: 7; C: 6; D: 8; E: 12; F: 5; G: -4; H: 12

> CC(C)c1nc(N2CCCC2)c(C#N)c2c1CCCC2
  A: 16; B: -5; C: 3; D: 15; E: -28; F: 18; G: -12; H: 3

> COc1ccc(S(=O)(=O)N2CCN(C(=O)[C@@H]3CCCN3C(=O)c3cccs3)CC2)cc1
  A: 14; B: -4; C: 0; D: -6; E: -8; F: 3; G: -7; H: -3

> Cc1c(Cl)cnc(NC(=O)COC(=O)c2cccc(S(=O)(=O)N3CCc4ccccc4C3)c2)c1Cl
  A: 4; B: -2; C: -2; D: -13; E: 20; F: 23; G: -3; H: 7

> COc1ccc(CN(C(=O)Cc2cccs2)C(C(=O)NC2CCCC2)c2ccncc2)cc1 (stereo not drawn)
  A: 11; B: -7; C: -11; D: -9; E: 22; F: 0; G: 7; H: 0

> O=C(c1ccc(F)cc1)N1CCN=C1c1ccccc1
  A: -5; B: -4; C: -6; D: 15; E: 13; F: -3; G: 7; H: -6

> CC1CCCCN1S(=O)(=O)c1coc(C(N)=O)c1 (stereo not drawn)
  A: 1; B: 8; C: 1; D: -1; E: 1; F: -3; G: 4; H: -11

> Cn1c(=O)n(CC(=O)O)c(=O)c2c1nc1n2CCCN1Cc1ccccc1
  A: 3; B: -1; C: 2; D: -13; E: -12; F: 7; G: -17; H: -10

Next section.
The line under a structure holds: CCR6 antag | Gli-Sufu block | SENP8 inh | UBC13 polyUb | 697 NFkB inh | Apaf-1 inh | Jurkat NFkB inh | EBI2 antag
- CCN1CCN(C(CNS(=O)(=O)c2ccc(C)cc2)c2ccccc2)CC1 (stereo not drawn)
→ 14 | 12 | 3 | 6 | 16 | -1 | 7 | -6
- Cc1sc2nc(SCC(=O)NCc3ccco3)[nH]c(=O)c2c1C
→ 0 | 11 | -8 | 9 | 5 | 16 | -10 | -4
- Cc1cc(C)c2c(c1)/C(=N\N=c1\sc3ccccc3n1C)C(=O)N2
→ 8 | -3 | 1 | -121 | -14 | -6 | -5 | -14
- CC(=O)c1cccc(S(=O)(=O)N2CCC(C(=O)N(C)Cc3ccc(Cl)s3)CC2)c1
→ -4 | 8 | -13 | -4 | 12 | 18 | -10 | -4
- O=C(C1CCN(S(=O)(=O)c2cccc3cccnc23)CC1)N1CCN(c2ccccn2)CC1
→ 2 | -9 | -14 | -13 | 3 | 19 | -16 | 5
- Cc1ccccc1-c1noc(-c2ccccc2C(=O)NCC2CCCO2)n1 (stereo not drawn)
→ 13 | 7 | -3 | 2 | 14 | -4 | 2 | 2
- O=C(c1cc(Cl)ccc1[N+](=O)[O-])n1cnc2ccccc21
→ -15 | 4 | -1 | -17 | 9 | 12 | 1 | -24
- COCCn1cnnc1SCC(=O)Nc1ccc(N2CCCCC2)cc1
→ 5 | -13 | -4 | 6 | 18 | -6 | -5 | 1
- COc1cccc(CC2(CO)CCN(C(=O)NCCc3ccccc3)CC2)c1
→ 1 | 18 | 0 | -6 | -4 | -6 | -6 | 6
- COc1ccc(NC(=O)Nc2ccccc2C(=O)N2CCCC2)cc1
→ 21 | -1 | -13 | -10 | -5 | 0 | 8 | 4
- Cc1ccc(C)c(CN2C(=O)C3CCCN3c3ccc(C#N)cc32)c1 (stereo not drawn)
→ -10 | 3 | -2 | 1 | 2 | -5 | 8 | -2
- CCOC(=O)/C=C1\NC(C)(C)Cc2cc(OC)c(O)cc21
→ 12 | 4 | 2 | -8 | 12 | -9 | 1 | -3
- Cc1nc(SCC(=O)N(CC(C)C)C2CCS(=O)(=O)C2)c2ccccc2n1 (stereo not drawn)
→ 5 | 8 | -6 | 14 | -24 | 16 | -8 | -4
- O=C(NCCCN1CCOCC1)C1CCC(=O)N1C1CCCCC1 (stereo not drawn)
→ -1 | 3 | 3 | 5 | 13 | 6 | 6 | -2
- CN(C)c1ccc(CN2CCCC(O)C2)cc1 (stereo not drawn)
→ 8 | -1 | 0 | 4 | 19 | -2 | -5 | -6

Reformatted tab-delimited: entries from further up
mol	CCR6 antag	Gli-Sufu block	SENP8 inh	UBC13 polyUb	697 NFkB inh	Apaf-1 inh	Jurkat NFkB inh	EBI2 antag
O=C(C1CCN(S(=O)(=O)c2cccc3cccnc23)CC1)N1CCN(c2ccccn2)CC1	2	-9	-14	-13	3	19	-16	5
O=C(c1cc(Cl)ccc1[N+](=O)[O-])n1cnc2ccccc21	-15	4	-1	-17	9	12	1	-24
Cc1sc2nc(SCC(=O)NCc3ccco3)[nH]c(=O)c2c1C	0	11	-8	9	5	16	-10	-4

The list continues.
The line under a structure holds: CCR6 antag | Gli-Sufu block | SENP8 inh | UBC13 polyUb | 697 NFkB inh | Apaf-1 inh | Jurkat NFkB inh | EBI2 antag
- Cc1onc(-c2c(Cl)cccc2Cl)c1C(=O)N1CCSCC1
→ 5 | -1 | -6 | 7 | 10 | -2 | 16 | -2
- CC(=O)c1ccc(NC(=S)Nc2ccn(Cc3ccc(Br)cc3)n2)cc1
→ 8 | 7 | 0 | 8 | 24 | 4 | 3 | 2
- COc1ccccc1Nc1nnc(SCC(=O)c2cc(C)n(CC3CCCO3)c2C)s1 (stereo not drawn)
→ 7 | -73 | -8 | -4 | -25 | 21 | -6 | 6
- CCOC(=O)C1(C)C=C(Nc2ccc(C)cc2)C(=O)N1c1ccc(C)cc1 (stereo not drawn)
→ -12 | -40 | 4 | 8 | 8 | -7 | 13 | 9
- CCCCn1c(N)c(N(CC)C(=O)c2cccc(F)c2)c(=O)[nH]c1=O
→ -9 | 0 | -11 | -4 | 14 | 4 | -6 | -7
- COc1cc(SC)ccc1C(=O)OCC(=O)N1CCCC1
→ 1 | -13 | 2 | 3 | -27 | 2 | -11 | -10
- Cc1ccc(-n2cc(CN3CCN(Cc4nccn4C)CC3)c(-c3ccc(F)cc3)n2)cc1
→ 14 | 25 | 1 | 6 | -20 | 7 | -8 | -12
- Nc1nncn1C(=O)CCCOc1ccccc1
→ -3 | 0 | -5 | 8 | 18 | 2 | 11 | 1
- COc1cccc(CNS(=O)(=O)c2ccc3c(c2)N(C(C)=O)CCS3)c1
→ 13 | 9 | 9 | -4 | -13 | 6 | 17 | -7
- COc1ccc(CNC(=O)C(C)OC(=O)CCN2C(=O)C3CC=CCC3C2=O)cc1 (stereo not drawn)
→ 2 | -10 | 3 | -5 | -2 | -2 | 13 | -2
- CN1C(C(=O)NCc2ccco2)CC2Cn3c(nc4cc(Cl)c(Cl)cc43)C21 (stereo not drawn)
→ 4 | 3 | 2 | 6 | 12 | 7 | -4 | -8
- CCCNc1ncccc1C(N)=O
→ -5 | 8 | 15 | 9 | 15 | 1 | 5 | 4
- Cc1cccc(NC(=S)NCc2ccc3c(c2)OCO3)c1
→ 6 | -3 | 5 | 2 | -5 | 1 | -1 | -3
- CCc1ccc(NC(=O)C2CCCN(S(C)(=O)=O)C2)cc1 (stereo not drawn)
→ 0 | 7 | 1 | 1 | 7 | 10 | 4 | -4
- O=S(=O)(c1ccc(NC(=S)N/N=C/c2ccc(Oc3ccccc3)cc2)cc1)N1CCOCC1
→ 24 | 35 | 1 | -10 | -1 | -13 | 6 | 15
- CC(/C=C/c1ccccc1)=N\NC(=O)c1ccc(Br)cc1
→ 14 | 9 | -4 | 2 | 12 | -4 | 9 | 2

Compounds above containing fluorine:
The line under a structure holds: CCR6 antag | Gli-Sufu block | SENP8 inh | UBC13 polyUb | 697 NFkB inh | Apaf-1 inh | Jurkat NFkB inh | EBI2 antag
- FC(F)(F)c1nnc2c3ccccc3c(Cl)nn12
→ -5 | 5 | -9 | -3 | -3 | 17 | 15 | -38
- COc1ccc(C(=O)CSc2nnc(CN3CCCCC3)n2-c2ccc(F)cc2)cc1
→ 13 | 7 | 6 | 8 | 12 | 5 | -4 | 12
- O=C(c1ccc(F)cc1)N1CCN=C1c1ccccc1
→ -5 | -4 | -6 | 15 | 13 | -3 | 7 | -6
- CCCCn1c(N)c(N(CC)C(=O)c2cccc(F)c2)c(=O)[nH]c1=O
→ -9 | 0 | -11 | -4 | 14 | 4 | -6 | -7
- Cc1ccc(-n2cc(CN3CCN(Cc4nccn4C)CC3)c(-c3ccc(F)cc3)n2)cc1
→ 14 | 25 | 1 | 6 | -20 | 7 | -8 | -12
